# BioA inh = M. tuberculosis BioA enzyme inhibitors, primary screen, biochemical, plate reader, single point, HTS; inhibition, % at 9.99 µM; 7,8-diaminopelargonic acid synthase BioA (Mycobacterium tuberculosis); AID 602481, 2012; 0.096% of 360,000 active; purified M. tuberculosis BioA enzyme; in the data active = inhibition above about 40%; inconclusive = no clear call, values can overlap the other calls
# Anthrax LF inh2 = Bacillus anthracis LF protease inhibitors, primary screen, biochemical, multiplex microsphere, MLPCN library | multiplex microsphere protease cleavage assay | AID 588501, 2011 | Lethal factor (Bacillus anthracis), P15917 | 0.12% of 360,000 active | inhibition, % at 10 µM; also: plate controls were buffer without enzyme for full effect and enzyme alone for no effect
# Target sequence (P15917 whole entry, looked up): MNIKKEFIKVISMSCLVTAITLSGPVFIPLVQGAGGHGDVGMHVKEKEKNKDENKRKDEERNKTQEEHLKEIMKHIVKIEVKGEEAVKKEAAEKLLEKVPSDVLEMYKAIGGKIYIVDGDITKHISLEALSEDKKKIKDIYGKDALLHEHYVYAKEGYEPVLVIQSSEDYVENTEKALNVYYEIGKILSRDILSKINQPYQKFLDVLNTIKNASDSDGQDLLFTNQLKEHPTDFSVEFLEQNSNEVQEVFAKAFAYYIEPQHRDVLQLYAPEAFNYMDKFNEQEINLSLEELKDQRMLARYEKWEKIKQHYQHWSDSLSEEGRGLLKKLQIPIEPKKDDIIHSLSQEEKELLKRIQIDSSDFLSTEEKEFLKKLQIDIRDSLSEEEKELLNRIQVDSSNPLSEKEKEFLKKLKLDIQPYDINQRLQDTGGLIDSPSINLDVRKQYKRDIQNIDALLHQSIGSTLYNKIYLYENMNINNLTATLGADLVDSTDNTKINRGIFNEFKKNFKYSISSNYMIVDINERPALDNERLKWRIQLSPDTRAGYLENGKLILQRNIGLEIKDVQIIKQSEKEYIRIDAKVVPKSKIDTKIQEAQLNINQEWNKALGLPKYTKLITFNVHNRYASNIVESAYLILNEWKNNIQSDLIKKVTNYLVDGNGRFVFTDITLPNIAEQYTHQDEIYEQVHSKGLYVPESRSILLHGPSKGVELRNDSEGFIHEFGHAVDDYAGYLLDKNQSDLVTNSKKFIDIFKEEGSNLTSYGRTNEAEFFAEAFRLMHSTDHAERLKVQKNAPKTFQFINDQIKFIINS
# GDH-TPI inh = GDH-TPI coupling enzyme inhibitors, primary screen, artefact control for M. tuberculosis FBA inhibitor project, biochemical, absorbance, full deck; GDH-TPI coupled enzyme counterscreen, NADH absorbance; inhibition, % at 4.8 µM; 1.2% of 360,000 active; AID 588335, 2011; in the data active = inhibition above about 30%;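 also: 0% = DMSO wells and 100% = wells lacking the enzyme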
# BoNT-A LC inh2 = BoNT/A light chain protease inhibitors, primary screen, biochemical, flow cytometry, MLPCN library; multiplex microsphere protease substrate cleavage; 0.17% of 360,000 active; Botulinum neurotoxin type A light chain protease (Clostridium botulinum A str. ATCC 3502); inhibition, % at 10 µM; also: plate controls were buffer without enzyme for full effect and enzyme alone for no effect
# UGM FP inh = M. tuberculosis UGM enzyme inhibitors, primary screen, biochemical, fluorescence polarization, single point. UDP-galactopyranose mutase (Mycobacterium tuberculosis (strain ATCC 25618 / H37Rv)), …. purified UGM, fluorescence polarization probe displacement. inhibition, % at 10 µM. 0.06% of 320,000 active. AID 504406, 2011; in the data active = inhibition above about 10%, passing the limit was not always enough; inconclusive = no clear call, values can overlap the other calls
# Mtb FBA inh = Mtb FBA enzyme inhibitors, primary screen, biochemical, fluorescence, strain H37Rv; Fructose-bisphosphate aldolase (Mycobacterium tuberculosis (strain ATCC 25618 / H37Rv)), …; purified M. tuberculosis FBA, fluorescence read-out; inhibition, % at 1 µM; 2.3% of 360,000 active; AID 588726, 2011; in the data active = inhibition above about 27%;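 also: 0% = vehicle and 100% = reference inhibitor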
# Target sequence (P9WQA3 whole entry, looked up): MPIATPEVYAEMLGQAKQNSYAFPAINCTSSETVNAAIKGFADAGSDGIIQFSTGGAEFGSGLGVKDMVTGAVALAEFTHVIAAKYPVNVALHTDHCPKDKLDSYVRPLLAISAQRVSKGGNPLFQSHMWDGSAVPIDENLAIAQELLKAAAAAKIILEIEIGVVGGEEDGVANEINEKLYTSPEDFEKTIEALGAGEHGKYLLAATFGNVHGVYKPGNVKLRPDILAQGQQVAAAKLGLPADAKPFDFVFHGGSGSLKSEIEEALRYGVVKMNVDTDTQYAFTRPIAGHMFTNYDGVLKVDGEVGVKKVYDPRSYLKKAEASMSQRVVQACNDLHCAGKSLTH
# PfHsp40 rescue = rescue of yeast from PfHsp40 toxicity, primary screen, S. cerevisiae, ATP luminescence | growth rescue, % at 12.5 µM | S. cerevisiae expressing PfHsp40, growth rescue | 0.68% of 340,000 active | AID 504582, 2011; in the data active = growth rescue above about 28%, passing the limit was not always enough; inconclusive = no clear call, values can overlap the other calls;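 also: yeast W303a lacking pdr1 and pdr3 grown in galactose medium; growth measured after three days at 30 °C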
# BoNT F protease = BoNT/F light chain protease inhibitors, primary screen, biochemical, flow cytometry, MLPCN library. Botulinum neurotoxin type F light chain protease (Clostridium botulinum). 0.22% of 360,000 active. inhibition, % at 10 µM. Multiplex microsphere protease cleavage assay. AID 588497, 2011; in the data active = inhibition above about 35%, passing the limit was not always enough; inconclusive = no clear call, values can overlap the other calls; also: plate controls were buffer without enzyme for full effect and enzyme alone for no effect
# FadD28 binding = inhibitors of FadD28 bisubstrate probe binding, primary screen, biochemical, fluorescence polarization, single point | Mycobacterium tuberculosis FadD28 fatty-acid-AMP ligase | inhibition, % at 12.5 µM | 0.22% of 360,000 active | AID 588549, 2011; in the data active = inhibition above about 8.5%, passing the limit was not always enough; inconclusive = no clear call, values can overlap the other calls
# * marks the source's active call; other numbers are inactive results; u = inconclusive; x = not tested or not shown; + = active, no number. Rule as the data show it, unless noted: active = inhibition above about 30%; inconclusive = no clear call, values can overlap the other calls; inactive = below that.
# Start of the data: the first 2 compounds, ahead of the listing:
SMILES,BioA inh,Anthrax LF inh2,GDH-TPI inh,BoNT-A LC inh2,UGM FP inh,Mtb FBA inh,PfHsp40 rescue,BoNT F protease,FadD28 binding
COc1cccc(CN(C)C(=O)CSCC(=O)Nc2ccc(C)cc2)c1OC,x,-2,5,-4.0,0.2,0,x,2,-0.7
COC(CNC(=O)C(C)n1nc(C)c2ccccc21)OC (configuration not stated),x,-2,-6,-0.3,-0.9,2,-0.1,2,-0.7

# All compounds of this part, from the first entry:
SMILES,BioA inh,Anthrax LF inh2,GDH-TPI inh,BoNT-A LC inh2,UGM FP inh,Mtb FBA inh,PfHsp40 rescue,BoNT F protease,FadD28 binding
COc1cccc(CN(C)C(=O)CSCC(=O)Nc2ccc(C)cc2)c1OC,x,-2,5,-4.0,0.2,0,x,2,-0.7
COC(CNC(=O)C(C)n1nc(C)c2ccccc21)OC (configuration not stated),x,-2,-6,-0.3,-0.9,2,-0.1,2,-0.7
CCOC(=O)Cn1nc(C)n(-c2ccc(Cl)cc2)c1=O,x,11,11,0.0,-1.3,0,0.3,-2,-2.8
COc1ccccc1NC(=S)NCCc1c[nH]c2ccccc12,0.7,-2,3,0.1,0.8,0,0.8,-5,-2.5
Cc1cc(C)c(NS(=O)(=O)c2ccccc2)c(C)c1,0.2,-1,9,-0.5,x,2,-0.5,0,-0.8
COC(=O)CN1C(=O)COc2ccc(Cl)cc21,-1.7,-2,9,-0.2,4.2,4,-0.1,-6,0.8
O=S(=O)(c1cccs1)N1CCN(Cc2ccccc2)CC1,0.0,-12,8,6.6,-1.5,3,-0.7,11,-0.5
Cc1nc(CNC(=O)c2ccccc2OC2CCN(S(C)(=O)=O)CC2)cs1,x,6,-5,-0.8,-0.2,-4,-0.9,-2,-3.5
Cc1cc(C(F)(F)F)nc(SCC(=O)NC2CC3CCC2C3)n1 (configuration not stated),x,-4,3,0.1,0.7,-6,-1.7,-6,-3.8
CCOC(=O)N1CCC(NC(=O)CCCN2C(=O)CSc3ncccc32)CC1,0.3,0,-4,-0.5,0.5,4,-2.4,3,-2.3
CC(C)=CCN1CCN(CC#Cc2ccccc2)CC1CCO (configuration not stated),-0.5,2,10,-1.2,-0.2,-1,0.2,-5,-1.1
O=[N+]([O-])c1ccc(CSc2nnc(Cc3ccccc3)n2-c2ccc(F)cc2)cc1,x,-1,8,-0.4,1.3,-2,2.6,-2,-9.2
CCN(CC)c1ccc(C2C(C(=O)Nc3ccccn3)=C(C)NC3=C2C(=O)CC(C)(C)C3)cc1 (configuration not stated),x,-4,-4,1.1,-2.9,2,-0.4,2,-0.8
CCOc1cc(/C=N/NC(=O)CN2CCCCC2)ccc1OCc1ccc(Cl)cc1,x,-1,-3,0.3,2.2,2,-1.2,-1,-4.0
Cc1ccc(C(=O)c2c(NC(=O)c3ccncc3)sc3c2CCCC3)cc1,0.9,6,14,-1.9,0.3,0,u,-8,-0.2
COC(=O)c1ccc(C(=O)OC)c(NC(=O)CSc2ccccn2)c1,1.4,-1,4,0.7,1.3,0,-1.4,8,-1.8
CSc1cccc(CNC(=O)C2CCC(=O)N(CCCN3CCCC3=O)C2)c1 (configuration not stated),0.4,-2,-3,-2.2,-3.1,3,7.2,-5,-1.0
CN(c1ccccc1)S(=O)(=O)c1cc(C(=O)OCC(=O)c2c(N)n(C)c(=O)n(C)c2=O)ccc1Cl,-0.9,-2,-1,-3.5,x,-1,1.9,1,-4.0
COc1ccccc1-c1ccccc1C1=CC(=O)CC(C)(C)C1=O,0.6,4,7,0.4,x,0,x,1,-2.8
COc1ccccc1NS(=O)(=O)c1cc(NC(=O)c2cccs2)ccc1N1CCCC1,x,0,1,0.3,-5.9,-5,-1.1,0,-6.3
O=C(c1ccc(Cl)cc1)N1CCc2c([nH]c3ccccc23)C1C(F)(F)F (configuration not stated),4.8,x,11,x,0.1,-1,0.7,x,-0.4
COc1cccc(N2C(=O)CN(Cc3cc(OC)c(OC)c(OC)c3)C2=S)c1,1.1,20,-1,-3.7,0.5,-3,0.2,27,-2.7
O=C(Cc1cccc2ccccc12)N1CCCc2ccccc21,2.5,1,-4,0.8,3.7,1,3.1,1,-3.7
O=C(Cc1ccsc1)NNC(=O)c1ccccc1O,-1.9,2,3,-0.1,-1.4,7,171*,4,-1.9
O=C(/C=C/c1ccc(Cl)cc1Cl)N1CCc2ccccc21,x,1,-3,0.0,-1.9,1,-1.1,-23,0.0
COc1ccc(NCC(O)Cn2c(C)c(C)c3ccccc32)cc1 (configuration not stated),x,-3,6,-0.8,-0.6,0,6.3,-7,-1.8
CCc1c(C(=O)NN2C(=O)C3CCCCC3C2=O)csc1C (configuration not stated),x,0,-4,-1.0,-0.2,-1,-0.4,-1,-1.1
Cc1ccnc(NC(=O)CCC(=O)c2cccs2)c1,-0.8,-4,2,-3.5,0.9,-1,-0.4,-8,-1.4
COc1ccc(CN2CC(C(=O)NCCC(C)C)CC2=O)cc1 (configuration not stated),x,-6,-1,-1.1,6.6,2,-0.8,-2,1.0
CCOC(=O)c1sc(NC(=O)C(CC)Sc2nccn2C)nc1C (configuration not stated),-1.7,-6,10,-0.1,-1.0,1,-1.2,-15,-0.3
Cc1cccc(C(=O)OCC(=O)N2CCCC2=O)c1[N+](=O)[O-],0.0,x,5,x,-1.8,-4,-2.3,x,-1.5
CCc1ccccc1N(CC(=O)N1CCN(c2ccc(F)cc2)CC1)S(C)(=O)=O,2.7,-4,-3,-1.3,0.3,2,-1.3,-12,-2.3
Cc1ccc(CNC(=O)C2CCC(=O)N(Cc3ccc(Cl)cc3)C2)cc1F (configuration not stated),3.8,2,-1,0.0,-4.0,1,-1.5,9,-3.0
O=C(COc1ccc(Cl)cc1)N1CCCC1,0.3,7,10,-0.7,-0.7,2,0.2,16,-1.2
Cc1cc(N2C(=O)CC(N3CCN(C(c4ccccc4)c4ccccc4)CC3)C2=O)no1 (configuration not stated),-0.5,-1,-8,0.1,-1.0,5,0.8,-5,-3.2
C/C(=N\NC(=O)C1CC1c1ccccc1)c1cccc([N+](=O)[O-])c1 (configuration not stated),-1.7,-2,0,0.2,0.8,-2,0.8,-3,-4.8
O=S1(=O)[C@H]2C[C@H](CO)O[C@@]2(CO)CN1Cc1ccc(-c2cccc(Cl)c2)cc1,0.7,-9,6,-1.0,x,-1,-0.4,-6,-3.3
Cc1nn(CC2CC2)c(=O)n1-c1ccccc1F,-1.0,0,12,-0.7,0.6,0,0.6,-3,-2.6
CC(=O)Nc1ccc(-c2cn3cccnc3n2)cc1,x,-4,15,-0.9,2.2,+,0.2,-11,-0.2
CC1CCCCC1NC(=O)COC(=O)COc1ccccc1F (configuration not stated),-1.0,-7,5,-0.4,2.7,0,0.1,-2,-1.2
CC(C)C[C@H]1CNC(=O)C(=O)N1C[C@H]1CCCN1C[C@H](CC(C)C)N1C[C@H](Cc2ccccc2)N(CCc2ccccc2)C(=O)C1=O,-4.6,7,x,0.3,x,0,x,1,0.8
Cc1cc(C)n2nc(S(=O)(=O)N(CC(C)C)CC(C)C)nc2n1,-3.2,-1,11,-1.8,0.8,-1,-0.4,-9,1.1
Cc1ccccc1NC(=O)CSc1nc(N)c(C#N)cc1C#N,-3.7,-2,27,0.0,-2.4,3,0.6,0,-1.4
Nc1nnnn1/N=C/c1ccccc1OCc1ccc(Cl)cc1,-3.6,-3,17,-1.0,2.0,-1,-1.3,-3,-2.3
COc1nc(C)nc2c1sc1nc3c(cc12)COC(C)(C)C3,3.0,1,14,0.3,0.8,16,-2.1,-1,-1.3
CC(C)(C)C(=O)/C=C(\N)c1ccncc1,-0.4,-1,18,-0.1,1.8,0,0.0,-22,-3.2
O=C(NC1CCCC1)C(c1ccco1)N(C(=O)c1ccco1)c1ccc(F)cc1 (configuration not stated),1.0,0,1,-1.1,-0.9,0,-1.2,-4,x
COc1ccc2sc3ccccc3c(=O)c2c1,0.3,3,10,15,4.3,7,-1.7,-7,-0.7
COCNc1nc(OCC#N)nc(N(C)C)n1,-0.3,-1,4,0.5,-0.6,-1,1.2,3,-1.3
N#Cc1ccc(-c2nc3ccc(Cl)cn3c2Cc2ccccc2)cc1,-2.4,21,x,14,x,13,x,16,-1.8
# (further entries)
SMILES,BioA inh,Anthrax LF inh2,GDH-TPI inh,BoNT-A LC inh2,UGM FP inh,Mtb FBA inh,PfHsp40 rescue,BoNT F protease,FadD28 binding
Cc1cc(NS(=O)(=O)c2ccc(NC(=S)NC(=O)c3cccc(S(=O)(=O)N(C)C)c3)cc2)no1,0.4,-3,0,-0.8,-1.8,-4,1.5,-1,-8.0
Cc1ccc(C)n1Cc1ccccc1Cl,x,-4,2,0.2,-2.0,9,0.5,1,0.3
COC(=O)c1ccc2nc(-c3ccc(OC)c(OC)c3)c(Cc3ccc(C)cc3)n2c1,-3.4,7,x,1.6,x,16,x,6,-0.9
C/C(=N\OCc1ccc(C#N)cc1)c1ccc(S(=O)(=O)N(C)C)cc1,x,-18,-10,-1.0,-0.9,-5,1.7,3,-1.8
CCN(Cc1ccncc1)C(=S)Nc1ccc(Cl)cc1,x,-5,-1,0.0,-0.7,0,1.5,-12,-1.6
Cc1ccc(C(NC(=O)CN2C(=O)NC3(CCCC3)C2=O)c2ccccc2)cc1 (configuration not stated),0.1,3,-10,0.2,1.9,-1,0.0,4,x
CCc1cc2cc(C)cc(C)c2nc1SCC(=O)NNC(=O)c1ccco1,x,1,-1,-0.1,-1.8,-9,-1.4,7,-3.7
CN(C)/N=C/c1ccc(/C=N/NC(N)=S)o1,x,-1,7,-0.9,-0.9,-11,0.9,-6,-1.3
Cc1ccc2c(c1)N(CC(=O)NCC1CCCO1)C(=O)CO2 (configuration not stated),-2.0,0,-14,1.6,1.0,0,1.6,2,-3.6
CC1=C(C(=O)Nc2ccccc2C(=O)N2CCN(c3ccccc3)CC2)SCCO1,-0.1,-7,16,-0.6,x,2,x,-4,-3.8
COCCCNC(=O)CC1C[C@H](C(=O)N(C(C)C)C(C)C)[C@@]2(C)c3[nH]c4ccc(OC)cc4c3CCN2C1=O (some centres not stated),0.0,-2,2,-1.0,x,0,-0.6,-1,-0.8
Cc1nnc(SCc2cc(=O)[nH]c(Nc3nc(C)c4cc(C)c(C)cc4n3)n2)s1,x,-1,4,-1.2,0.4,5,-0.6,5,-3.1
COc1cccc(C(=O)N/N=c2\sc3ccccc3n2C)c1,x,0,18,-0.5,-1.9,-2,1.4,-5,0.5
O=C1NCN(c2ccccc2)C12CCN(C(c1cccs1)c1nnnn1Cc1ccccc1)CC2 (configuration not stated),0.8,-2,x,-0.5,x,-1,x,-11,-5.3
CCOc1ccc(NC(=O)CCN2CCN(c3ccccc3OC)CC2)cc1,2.2,-2,-4,-0.5,-1.5,-4,-1.1,2,-3.0
COc1cc(CNC2CCCc3ccccc32)cc(OC)c1OC (configuration not stated),0.7,-2,-3,-0.6,-2.2,4,-1.4,-14,-2.2

# Part of the list above, showing only Anthrax LF inh2, UGM FP inh and BoNT F protease.
Molecule	Anthrax LF inh2	UGM FP inh	BoNT F protease
O=C(COc1ccc(Cl)cc1)N1CCCC1	7	-0.7	16
Cc1cc(N2C(=O)CC(N3CCN(C(c4ccccc4)c4ccccc4)CC3)C2=O)no1 (configuration not stated)	-1	-1.0	-5
C/C(=N\NC(=O)C1CC1c1ccccc1)c1cccc([N+](=O)[O-])c1 (configuration not stated)	-2	0.8	-3
O=S1(=O)[C@H]2C[C@H](CO)O[C@@]2(CO)CN1Cc1ccc(-c2cccc(Cl)c2)cc1	-9	x	-6
Cc1nn(CC2CC2)c(=O)n1-c1ccccc1F	0	0.6	-3

# Rows were taken by chance; any-hit rate near 4.7%.
